Compound activity (PubChem BioAssay)
mABHD4 FP = ABHD4 (mouse) inhibition, primary FP screen. Q8VD66. purified mABHD4, FP-Rh probe fluorescence polarization. inhibition, % at 8.92 µM. 370,000 compounds, 0.54% hits. AID 720543;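 active = inhibition exceeding the mean over every tested compound plus 3 SD, cut at about 30% in these data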;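 also: 0% = plate median of compound wells and 100% = S159A mutant with DMSO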
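Assay system: mouse ABHD4 enzyme, wild type / Also added: fluorescent activity-based probe FP-Rh / Doses: single nominal dose of 8.92 µM, 0.89% DMSO final / Timing: 45 min compound pre-incubation plus 60 min probe step, 25 °C / Signal: FP readout, ex 525 nm / em 598 nm / Control set: S159A mutant/DMSO as 100%, compound-well median as 0%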
GC-A act = GC-A (human) enzyme activation | HEK293 GC-A cells, cGMP TR-FRET, EC30 ANP; 0% at EC30 ANP, 100% saturating ANP | activation, % at 10 µM | 370,000 compounds, 0.14% hits | AID 1671463; in the data active = activation above about 40%
NR1D1 modulator = modulators of human Rev-erb alpha DNA binding; 370,000 compounds, 0.79% hits; P20393; Rev-erbα–FITC-DNA binding, fluorescence polarization, 90 min; AID 1259318; activity, % at 10 µM;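 active = activity above about 14%, limit read from the data; passing the limit was not always enough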;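 also: 0% = DMSO wells with 35 nM protein and 100% = DMSO wells with 750 nM protein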
ARFGAP1 inh = inhibits rat ARF GTPase activating protein 1; inhibition, % at 16.5 µM; 360,000 compounds, 0.26% hits; Q62848; Arfgap1-stimulated ARF1 GTP hydrolysis, GDP FP detection; AID 651572;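 active = inhibition above a per-plate limit, mean inhibition of low control wells plus 3 SD, cut at about 25% in these data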;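 also: 0% = DMSO wells with enzyme and 100% = wells lacking Arfgap1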
Target sequence (Q62848 1-136 limits assumed): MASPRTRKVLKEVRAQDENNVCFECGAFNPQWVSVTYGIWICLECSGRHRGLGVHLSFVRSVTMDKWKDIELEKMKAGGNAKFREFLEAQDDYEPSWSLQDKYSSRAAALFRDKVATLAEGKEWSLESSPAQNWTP
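System: truncated rat Arfgap1 GAP domain / Medium: HEPES-based buffer, pH 7.5 / Also added: N-terminally truncated human ARF1-GTP substrate / Incubation: enzyme reaction 120 min at 25 °C after 20 min preincubation / Measured by: FP of antibody-bound GDP Alexa 633 tracer, ex 620/em 688 nm / Replicates: singlicate, each compound tested once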
HTRA1 inh = HTRA1 (human) protease inhibition; recombinant HTRA1, FP-rhodamine activity-based probe, fluorescence polarization; Q92743; inhibition, % at 5.96 µM; 340,000 compounds, 0.5% hits; in the data active = inhibition above about 36%;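 also: 0% = enzyme with DMSO and 100% = wells lacking enzyme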
SMARCA2 activ = increases SMARCA2 function in MMTV reporter cells; MG213 cells, MMTV-luciferase reporter, dexamethasone, overnight; 370,000 compounds, 1% hits; activation, % at 9.1 µM; in the data active = activation above about 7.8%;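 also: 0% = vehicle wells and 100% = reference activator wells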
PG9 binder = binds the HIV-1 gp120 antibody PG9. TR-FRET gp120-PG9 antibody binding. inhibition, % at 6.7 µM. 360,000 compounds, 0.43% hits; in the data active = inhibition above about 8.5%
rCAG RNA binder = r(CAG) repeat RNA binding; TO-PRO-1 dye displacement fluorescence; inhibition, % at 3 µM; 370,000 compounds, 1.3% hits; AID 651821;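 active = inhibition above the plate cutoff, the mean of all test compounds on that plate plus 3 SD, cut at about 35% in these data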;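 also: 0% = DMSO alone and 100% = 100 µM mitoxantrone as full dye displacement; higher means more dye released from RNA so lower well fluorescence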
ASAP1 GAP inh = blocks human ASAP1-stimulated Arf1 GTP hydrolysis. GDP FP detection. inhibition, % at 16.5 µM. 360,000 compounds, 0.19% hits. AID 624377; in the data active = inhibition above about 25%;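 also: 0% = vehicle with enzyme and substrate and 100% = no enzyme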
Target sequence (Q9ULH1 325-724 limits assumed): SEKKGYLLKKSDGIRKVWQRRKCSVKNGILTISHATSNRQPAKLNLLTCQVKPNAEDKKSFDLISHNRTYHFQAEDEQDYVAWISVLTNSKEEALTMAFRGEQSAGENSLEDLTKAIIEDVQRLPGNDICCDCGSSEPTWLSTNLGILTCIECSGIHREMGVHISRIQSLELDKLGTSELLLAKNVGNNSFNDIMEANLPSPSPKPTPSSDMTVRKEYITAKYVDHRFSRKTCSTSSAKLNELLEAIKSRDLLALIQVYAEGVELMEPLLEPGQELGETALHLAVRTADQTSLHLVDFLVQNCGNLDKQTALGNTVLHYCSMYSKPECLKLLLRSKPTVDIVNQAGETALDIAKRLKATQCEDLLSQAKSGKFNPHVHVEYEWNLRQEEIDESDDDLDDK
NPR2 activator = GC-B (human) receptor activation; activation, % at 10 µM; HEK293-GC-B cells, CNP EC30, cGMP TR-FRET; 0% at EC30 CNP, 100% saturating CNP; 370,000 compounds, 0.11% hits; AID 1920062;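 active = activation at 10 µM reaching about 35% in either raw or pattern-adjusted values, limit read from the data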
* marks the source's active call; other numbers are inactive results; . = no result given.

#1 CC(=O)Nc1ccc(C(=O)N2CCCC(c3cc(C(=O)NCc4cccnc4)no3)C2)cc1 (stereo unspecified)
#2 CN=c1scc(C)n1/N=C/c1ccc(O)cc1
#3 CCc1ccc(-c2cc(C(=O)NCc3ccco3)c3ccccc3n2)s1
#4 O=C(NCCN1CCN(c2ccccc2)CC1)C1(S(=O)(=O)c2ccc(Cl)cc2)CC1
#5 COc1ccc(N(CC(=O)Nc2ccc(S(=O)(=O)N3CCCC3)cc2)S(C)(=O)=O)cc1OC
#6 O=[N+]([O-])c1c(NCCO)cc(N2CCCCC2)c2nonc12
compound no.,1,2,3,4,5,6
mABHD4 FP,7,-5,-11,4,-1,1
GC-A act,2,-3,7,0,3,0
NR1D1 modulator,-3,1,6,-3,2,-6
ARFGAP1 inh,8,-14,-8,-1,13,3
HTRA1 inh,.,9,-13,-5,-1,2
SMARCA2 activ,0,5,2,0,0,-2
PG9 binder,0.7,-13,0.1,-0.3,0.0,-0.9
rCAG RNA binder,1,4,15,1,4,3
ASAP1 GAP inh,-5,-8,-5,5,4,3
NPR2 activator,7,2,1,-2,4,4

#7 CC(NS(=O)(=O)c1ccc(Br)cc1)C(N)=O (stereo unspecified)
#8 O=C(CSCC(=O)OCC(=O)c1ccc(Br)cc1)Nc1ccc(Br)cc1
#9 Cn1cccc1C(=O)N/N=C/c1c(Cl)cccc1Cl
#10 CC(=O)c1c(C)n(-c2ccccc2)c2ccc(OCC(N)=O)cc12
#11 Cc1c(-c2ccc(F)cc2)[n+](=O)c(-c2ccc(F)cc2)c(C)n1[O-]
#12 Cc1cc(C)c(S(=O)(=O)N2CCCCC2CCNC(=O)C(=O)NCCN2CCOCC2)c(C)c1 (stereo unspecified)
compound no.,7,8,9,10,11,12
mABHD4 FP,2,-15,-6,-4,-11,5
GC-A act,-3,24,-1,-2,1,1
NR1D1 modulator,0,7,2,-5,-1,-3
ARFGAP1 inh,-5,1,18,5,-1,-5
HTRA1 inh,-10,-14,-8,-5,-6,-4
SMARCA2 activ,2,2,1,-4,2,1
PG9 binder,-1.1,1.8,-2.4,0.1,1.2,-0.3
rCAG RNA binder,6,4,-3,-4,0,-6
ASAP1 GAP inh,-1,-7,6,-1,-10,-3
NPR2 activator,2,-9,3,1,-2,3

#13 CCC(C)(C)n1nnnc1C(c1ccc(O)c(OC)c1)N1CCc2ccccc2C1 (stereo unspecified)
#14 CC(=O)c1sc(NC(=O)CN2C(=O)CCC2=O)nc1C
#15 Cc1ccccc1NC(=O)c1cccc(S(=O)(=O)Nc2cccc(C(=O)O)c2)c1
#16 COc1ccc(OC)c(-c2cc(C(=O)N3CCOCC3)no2)c1
#17 CC(C)C(=O)Nc1ccc(S(=O)(=O)Nc2ccccn2)cc1
#18 CN1CCn2cnc(C(=O)N[C@@H](Cc3ccccc3)C(=O)OC(C)(C)C)c2C1=O
compound no.,13,14,15,16,17,18
mABHD4 FP,0,-5,-5,-2,0,-3
GC-A act,-2,1,6,0,-6,3
NR1D1 modulator,-7,-5,3,-2,3,1
ARFGAP1 inh,-5,-9,9,9,-11,5
HTRA1 inh,1,6,-2,4,2,0
SMARCA2 activ,1,1,-1,2,-2,1
PG9 binder,-2.1,-0.1,-0.8,-2.5,-0.1,-0.7
rCAG RNA binder,1,-3,4,-2,5,-2
ASAP1 GAP inh,13,2,11,8,-3,-6
NPR2 activator,2,8,-8,1,3,1

#19 COc1cc(C(=O)OCC(=O)N(CC(C)C)C2CCS(=O)(=O)C2)ccc1OCC(C)C (stereo unspecified)
#20 O=C(Nc1cccc(Cl)c1)N(Cc1nc2ccccc2c(=O)[nH]1)C1CCCC1
#21 COc1ccc(C2C(C(=O)N3CCN(c4ccccc4F)CC3)c3ccccc3C(=O)N2C)cc1 (stereo unspecified)
#22 CCOc1cc(C2NC(=O)NC(O)(C(F)(F)F)C2C(=O)c2ccc(Cl)cc2)ccc1O (stereo unspecified)
#23 CCc1ccc(OC)c(-c2csc(N)n2)c1
#24 COc1ccc(/C=N/NC(=O)c2ccncc2)cc1CN1CCCc2ccccc21
compound no.,19,20,21,22,23,24
mABHD4 FP,-13,-4,-5,-1,0,12
GC-A act,0,-10,-4,-28,-7,-4
NR1D1 modulator,1,-1,-1,-2,-4,15
ARFGAP1 inh,8,8,-4,-2,13,-1
HTRA1 inh,1,-11,7,-4,5,10
SMARCA2 activ,-1,-1,-4,-1,-2,-2
PG9 binder,3.1,-1.8,2.0,0.3,-0.5,-1.3
rCAG RNA binder,-11,5,-6,-4,-2,7
ASAP1 GAP inh,9,1,-5,4,0,7
NPR2 activator,6,-5,5,-13,-2,2

#25 COc1ccc(NC(=O)CNS(=O)(=O)c2ccc3nc(C)sc3c2)c(OC)c1
#26 COc1ccc(NC(=O)N(C)C[C@@H]2Oc3ncc(Br)cc3C(=O)N([C@@H](C)CO)C[C@@H]2C)cc1
#27 CCOC(=O)N1CCN(C(=O)c2ccc(N3CC4CC(C3)c3cccc(=O)n3C4)c(NC(=O)c3ccc(F)cc3)c2)CC1 (stereo unspecified)
#28 NNC(=O)c1cnn(-c2ccccc2)c1-n1cccc1
#29 COc1cc(S(=O)(=O)Nc2ccc(C)cc2)ccc1NC(=O)c1ccncc1
#30 O=C(CC(=O)N/N=C\c1ccccc1)NCCc1ccccc1
compound no.,25,26,27,28,29,30
mABHD4 FP,3,2,6,-2,-13,-1
GC-A act,-10,3,-2,8,-13,-4
NR1D1 modulator,-4,4,-6,4,-3,2
ARFGAP1 inh,-3,12,-4,16,-5,-14
HTRA1 inh,0,-1,-1,-3,-5,-5
SMARCA2 activ,-2,-3,-1,-2,-5,-1
PG9 binder,0.7,-0.1,-2.0,-2.8,-1.4,0.0
rCAG RNA binder,1,1,-1,-1,10,-2
ASAP1 GAP inh,-8,-8,14,-7,8,3
NPR2 activator,-10,1,-1,1,-16,1

#31 COc1ccc(CN2CCN(C(=O)c3ccco3)CC2)c(OC)c1OC
#32 O=C(CNC(=O)Cc1cccc2ccccc12)NCc1ccccc1F
#33 CCOC(=O)C1CNc2cc(S(=O)(=O)CC)ccc2O1 (stereo unspecified)
#34 CCCN=Cc1sc2ccc(OCC)cc2c1O
#35 O=C(NCC1CCCO1)c1ccc(CS(=O)(=O)Cc2ccc(F)cc2)o1 (stereo unspecified)
#36 O=C(O)C1CC=CCC1C(=O)Nc1ccccc1C(=O)N1CCN(c2ccc(Cl)cc2)CC1 (stereo unspecified)
compound no.,31,32,33,34,35,36
mABHD4 FP,0,0,1,1,7,7
GC-A act,-3,-1,1,-4,-2,0
NR1D1 modulator,-8,1,3,-2,2,-2
ARFGAP1 inh,0,-10,9,-1,2,17
HTRA1 inh,.,1,1,8,-2,.
SMARCA2 activ,-1,2,-2,-2,0,-2
PG9 binder,-2.0,-0.7,-1.6,1.2,1.2,2.7
rCAG RNA binder,-2,2,2,13,-1,0
ASAP1 GAP inh,9,1,4,8,5,-6
NPR2 activator,6,2,-1,-4,4,5

#37 CC(C)N1CCC1(C)C(=O)Nc1cccc(C#N)c1 (stereo unspecified)
#38 CCCCC(=O)Nc1ccc(NC(=O)CC)cc1OC
#39 Cc1cccc2c1CC(C)(C)N/C2=C\C(N)=O
#40 Cc1cc(C)n(-c2ccnc3cc(Cl)ccc23)n1
#41 CC1CCCCN1C(=O)NC1CC(=O)N(c2ccc3c(c2)OCCO3)C1 (stereo unspecified)
#42 CC(C)NC1=C(Cl)C(=O)c2ccccc2C1=O
#43 CC(=O)c1ccc(S(=O)(=O)N2CCCCC2C(=O)O)cc1 (stereo unspecified)
#44 O=C1C(Cl)=C(Nc2ccc(F)cc2)C(=O)N1CCc1ccccc1
compound no.,37,38,39,40,41,42,43,44
mABHD4 FP,-2,-2,-6,5,1,-9,-2,-5
GC-A act,1,-2,1,-1,2,3,2,6
NR1D1 modulator,1,3,-1,6,2,8,3,3
ARFGAP1 inh,7,-2,-13,12,-1,9,-10,8
HTRA1 inh,.,1,5,-4,-3,7,0,-35
SMARCA2 activ,8,-5,-2,-1,-4,0,-2,2
PG9 binder,-0.4,0.0,-3.4,-1.8,1.0,-5.7,0.8,-1.4
rCAG RNA binder,0,-2,0,-4,-1,0,2,-6
ASAP1 GAP inh,-1,8,1,-5,-1,-5,-3,2
NPR2 activator,2,-2,3,0,-1,-7,-2,-5
